Compound activity as filed in PubChem BioAssay.
GPT2 inh: blocks human glutamate pyruvate transaminase 2. 100,000 tested, 0.25% active. Potency, µM (doses to about 57.7 µM), for inactives: top-dose activity change, negative = inhibition, usual class: inhibitors. AID 1671188. Q8TD30. Recombinant GPT2, coupled pyruvate oxidase/HRP Amplex Red fluorescence; also: potency is read from the fitted curve at half-maximal effect; nearly all actives have a fitted effect of over 60% in size; many of its hits are not listed in these tables
Target sequence (Q8TD30 whole entry, looked up): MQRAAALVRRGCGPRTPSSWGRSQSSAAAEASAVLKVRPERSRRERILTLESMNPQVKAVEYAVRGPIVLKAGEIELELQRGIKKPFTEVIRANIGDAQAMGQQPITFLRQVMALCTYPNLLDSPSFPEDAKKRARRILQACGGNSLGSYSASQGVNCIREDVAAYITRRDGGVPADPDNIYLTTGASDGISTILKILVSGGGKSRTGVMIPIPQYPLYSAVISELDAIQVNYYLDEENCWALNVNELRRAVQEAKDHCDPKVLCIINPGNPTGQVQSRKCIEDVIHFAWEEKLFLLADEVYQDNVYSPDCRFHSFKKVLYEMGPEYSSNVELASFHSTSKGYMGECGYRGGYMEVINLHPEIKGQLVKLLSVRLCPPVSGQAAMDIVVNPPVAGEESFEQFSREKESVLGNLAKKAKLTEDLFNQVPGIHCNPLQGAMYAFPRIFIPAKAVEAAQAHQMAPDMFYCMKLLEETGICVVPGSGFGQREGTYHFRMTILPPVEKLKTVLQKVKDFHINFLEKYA
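Inhibition is scored from Amplex Red fluorescence generated when pyruvate oxidase and HRP act on pyruvate released by GPT2. Reactions contain 10ng/uL enzyme, 250uM a-KG and 2mM L-alanine and run 30 min at room temperature.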
IP6K1 inh: IP6K1 kinase inhibition | 140,000 tested, 0.81% active | activity change, % (series mostly up to about 58 µM) | IP6K1 kinase, ADP-Glo luminescence, 2 h; active compounds read low | Q92551; in the data active = activity change below about -25%
Target sequence (Q92551 whole entry, looked up): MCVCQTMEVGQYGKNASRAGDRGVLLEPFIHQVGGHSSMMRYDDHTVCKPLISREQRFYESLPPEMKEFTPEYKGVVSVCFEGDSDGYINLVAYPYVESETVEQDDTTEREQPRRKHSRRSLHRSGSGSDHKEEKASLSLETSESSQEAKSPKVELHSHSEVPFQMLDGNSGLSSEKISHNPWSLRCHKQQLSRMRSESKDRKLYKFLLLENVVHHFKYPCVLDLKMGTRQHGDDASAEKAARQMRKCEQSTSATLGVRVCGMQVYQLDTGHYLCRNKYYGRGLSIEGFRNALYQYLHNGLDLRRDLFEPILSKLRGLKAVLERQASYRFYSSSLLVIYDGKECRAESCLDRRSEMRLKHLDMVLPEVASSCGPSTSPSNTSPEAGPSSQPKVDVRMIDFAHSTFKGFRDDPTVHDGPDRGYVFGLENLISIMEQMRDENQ
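ADP-Glo luminescence measures ADP made by human IP6K1 during a 2 h RT reaction with ATP/IP6 (mix at 1.3 mM/130 uM); top library doses 57.5 and 19.1 uM final.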
NIH3T3 tox: kills NIH 3T3 cells; 94,000 tested, 4.3% active; NIH 3T3 viability, CellTiter-Glo ATP luminescence, 48-72 h; Potency, µM (doses to about 96.7 µM), inactives show at the highest dose activity change, negative = cytotoxicity, actives largely listed as inhibitors; also: potency is read from the fitted curve at half-maximal effect; nearly all actives have a fitted effect of over 55% in size
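Mouse fibroblast NIH 3T3 cells, 400 per well, received compound via pintool and were incubated for 48 or 72 hr prior to CellTiter-Glo ATP luminescence measurement.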
SNCA expr inhib: reduces expression of the alpha-synuclein gene | Potency, µM (series often up to 57.2 µM), for inactives: at the highest dose activity change, negative = inhibition, hits mostly inhibitors | 140,000 tested, 0.17% active | HEK-293 SNCA-luciferase knock-in, luminescence, 24 h;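 also: potency is read from the fitted curve at half-maximal effect; plate controls were DMSO cells for no effect and cell-free wells for full effect; nearly all actives have a fitted effect of over 45% in size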
FLuc inh: inhibitors of firefly (Photinus pyralis) luciferase. P08659. purified P. pyralis luciferase, luminescence, biochemical. Potency, µM (titrated, usually from 115 µM), for the others: top-dose activity change, negative = inhibition, most hits filed as inhibitors. 76,000 tested, 2.5% active. AID 1347043; also: potency is read from the fitted curve at half-maximal effect; nearly all actives have a fitted effect of over 65% in size
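Inhibitors were tested against purified firefly luciferase in a biochemical, low-substrate format (both substrates at 10uM) and luminescence measured with a CCD imager.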
HEK293 viab: cell viability loss counter-screen | HEK-293-SNCA-luc viability, GF-AFC fluorescence, 24 h | 150,000 tested, 0.12% active | AID 1671193 | Potency, µM (series often up to 57.1 µM), inactives show at the highest dose activity change, negative = cytotoxicity, most hits filed as cytotoxic;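 also: potency is read from the fitted curve at half-maximal effect; 0% = DMSO-treated cells and -100% = medium-only wells without cells; nearly all actives have a fitted effect of over 30% in size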
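HEK-293-SNCA-luc cells (1500/well) plated 24 h, then exposed 24 h to a dilution series; GF-AFC added 30 min at 37C, fluorescence 405/540 nm; normalised to medium-only and DMSO wells, Hill fit.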
HEK cytotox: kills HEK 293 cells; HEK 293 viability, ATP luminescence (CellTiter-Glo), 48-72 h; Potency, µM (series often up to 115 µM), for inactives: at the highest dose activity change, negative = cytotoxicity, usual class: inhibitors; 94,000 tested, 6.6% active; AID 1345083; also: potency is read from the fitted curve at half-maximal effect; nearly all actives have a fitted effect of over 60% in size
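250 HEK 293 cells/well; compound by pintool; incubated 48 or 72 hr at 37 degree Celsius; CellTiter-Glo added, 10 min RT, luminescence imaged.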
* marks the source's active call; other numbers are inactive results; i = inactive; ? = inconclusive; . = not tested or not shown; [ ] = remark or other dose. Unless noted, calls follow the shape of the dose curve; as a rule, active = well fitted curve in the direction sought with a large enough effect; inconclusive = small, poorly fitted or top-dose-only effect, or another doubt; inactive = no such curve, though single readings can be large; an effect the other way counts as inactive or inconclusive. Unless noted, % is scaled to controls: 0 for no effect and ±100 for the full control effect. This is a subset. The share of hits here may be higher or lower than overall.

SMILES	GPT2 inh	IP6K1 inh	NIH3T3 tox	SNCA expr inhib	FLuc inh	HEK293 viab	HEK cytotox
CC(=O)N1CCN(C(=O)C2CCc3nnc(C4CCN(C(=O)NC(C)(C)C)CC4)n32)CC1 (stereo not given)	i	13.0	-18.2%	-17.4%	.	10.7%	-18.7%
CCCCCNC(=O)C1CCN(C(=O)c2ccc(-c3cncnc3)cc2)CC1	i	5.8	?	12.5%	.	-1.1%	0.3%
Cc1ccc(C2Cn3nnc(C(=O)N4CCC(C(=O)Nc5ccc(Cl)cc5)CC4)c3CO2)cc1 (stereo not given)	i	-21.5	?	131.3%[activator]	15.8µM*	-9.3%	?
CCOc1ccc(C(=O)N2CCN(c3cc(-c4ccc(OC)cc4)[nH]n3)CC2)cc1	i	-8.3	?	-10.6%	-2.1%	-11.0%	?
CCOC(=O)[C@@H]1CN(C(=O)OCC(C)C)[C@H]2c3ccc(OC)cc3O[C@@H]12	.	2.2	39.8µM*	.	.	.	-26.9%
COc1ccc(C(=O)Nc2cccc(-c3nnc4n3CCCC4)c2)c(C)c1	i	-5.4	-17.2%	?	-13.2%	?	-11.3%
Cc1cc(Nc2ccccc2F)n2nc(Cc3ccc(Cl)cc3)nc2n1	.	14.3	.	17.1%	.	0.4%	.
Cc1c(-c2nsc(NC(=O)c3cccs3)n2)nnn1-c1ccc(F)cc1	.	-3.8	.	105.2%[activator]	.	5.2%	.
COc1ccc(F)cc1S(=O)(=O)NCCc1csc(-c2ccc(Cl)cc2)n1	.	14.6	.	-10.8%	.	-15.6%	.
CCC(=O)NS(=O)(=O)c1ccc(-c2c(-c3ccccc3)noc2C)cc1	1.7%	-11.1	.	.	.	4.3%	.
O=c1c2sccc2n(Cc2cc(=O)n3cc(Cl)ccc3n2)c(=O)n1-c1ccccc1	.	30.2	.	16.9%	.	-10.5%	.
CN1CCC(NC[C@H]2O[C@@H]3C[C@@H](CC(=O)NCc4cnn(C)c4)O[C@@H]3[C@@H]2O)CC1	i	-4.4	1.2%[174 µM]	-6.0%[87.6 µM]	-3.6%[172 µM]	-2.2%[87.6 µM]	-22.3%[172 µM]
COc1cc(Cl)ccc1C(=O)N1CCC2(CC1)NC(=O)N(c1ccccc1)N2	?	2.0	?	-27.1%	4.2%	-13.6%	-45.6%
COc1cc2ccccc2cc1C(=O)Nc1cccc(-c2nc3ccccc3o2)c1	.	19.9	.	?	.	-5.7%	.
COc1ccccc1C(=O)N1CCC(C(NC(=O)c2cccs2)C(=O)N2CCCCC2)CC1 (stereo not given)	i	6.5	-24.7%	16.9%	-6.2%	1.3%	-1.3%
C[S+](=O)([O-])c1ccc(-c2cc(C(=O)N3CCN(c4ncccn4)CC3)nn3cccc23)cc1	i	-4.8	-24.0%	52.8%[activator]	.	-26.3%	50.1µM*
CCCCCNC(=O)C1CCN(c2nccc(Nc3ccccc3F)n2)CC1	-20.6%	9.6	?	-28.5%	.	-8.9%[12.5 µM]	?
COc1ccc(N(C(=O)c2ccc(OC)c(OC)c2)S(=O)(=O)c2ccc(Cl)cc2)cc1	.	14.6	.	-11.9%	.	-5.7%	.
CC(=O)N[C@H]1[C@H]([C@H](O)[C@H](O)CO)OC(C(=O)O)=C[C@@H]1N=C(N)N	i	21.1	.	-20.7%[25.6 µM]	.	1.9%[23.9 µM]	.
COc1cccc(CN[C@@H]2CCC[C@@H](C(=O)NC3CC3)CC(=O)N(C)C2)c1	i	-21.2	0.2%[174 µM]	14.6%[87.6 µM]	4.2%[172 µM]	1.3%[87.6 µM]	i
CCOC(=O)CSc1nc2ccccc2c(=O)n1-c1cccc(C)c1	.	-7.7	.	-2.3%	.	?	.
Cc1cc(C)c2c(CC(=O)Nc3ccccc3C(F)(F)F)coc2c1	.	-13.7	.	70.0%[activator]	.	1.7%	.
Cc1cc2c(cc1S(=O)(=O)CCC(=O)N(C)C1CCCCC1)OCC(=O)N2	.	-10.0	.	29.2%	.	-4.3%	.
CC(=O)Nc1ccc(CN2CCC3(Cc4ccccc4CN(C(C)=O)C3)C2)cc1 (stereo not given)	i	3.5	-8.4%	10.6%	.	-5.4%	-14.8%
O=C(Nc1ccc(Cl)c(-c2nc3cc(Cl)ccc3o2)c1)c1cc([N+](=O)[O-])ccc1N1CCOCC1	.	7.2	.	?	.	15.7%	.
O=C(Nc1cccc(-c2nc3cc(Cl)ccc3o2)c1)c1cc([N+](=O)[O-])ccc1N1CCOCC1	.	1.2	.	42.7%[activator]	.	-6.5%	.
CC(=O)Nc1ccc(NC(=O)C(Cc2ccccc2)NS(=O)(=O)c2ccc3c(c2)oc(=O)n3C)cc1 (stereo not given)	.	2.5	.	41.8%[activator]	.	10.3%	.
Cn1ccc(NC(=O)c2cnc3c(c2)N([S+](=O)([O-])c2cccnc2)CCC3)n1	-1.3%[88.5 µM]	-3.9	?	-9.2%[87.6 µM]	-1.3%[172 µM]	4.8%[87.6 µM]	-0.3%[172 µM]
CC1(c2ccccc2)OC(C(=O)O)=CC1=O (stereo not given)	?	7.7	.	96.7%[activator][25.6 µM]	.	-1.0%[23.9 µM]	.
CCCc1ccc(-c2nc(C3CCOC3)no2)cc1 (stereo not given)	-0.4%	22.3	-21.2%	5.8%	1.12µM*	-5.6%	?
CCn1ncc(CN2CCCCCCN(C)C(=O)[C@@H]3CCC[C@@H]32)c1C	i	-2.7	-13.9%	-0.6%	-2.7%	12.1%	?
CC(=O)C1=C(c2ccc(Br)cc2)N(C(C)=O)n2c(nnc2C2CCCCC2)S1	.	10.1	.	-8.7%	.	5.9%	.
COc1ccc(CC(=O)Nc2cc(-c3cn4cccnc4n3)ccc2C)cc1OC	.	35.3	.	?	.	?	.
COCCOCc1nc(C2CCN(C(=O)c3ccncc3)CC2)no1	i	-9.1	-9.3%	-25.4%	7.4%	-4.2%	-0.2%
COCc1nc(C2CCCN(C(=O)CCC3CCCC3)C2)no1 (stereo not given)	i	11.9	i	-1.7%	-7.2%	-9.2%[12.5 µM]	11.4%
CCOc1ccccc1NC(=O)C(CC(C)C)NS(=O)(=O)c1ccc2c(c1)CCN2C(C)=O (stereo not given)	.	14.8	.	-3.1%	.	-4.0%	.
CC(C)NC(=O)C[C@@H]1c2nc(NC(=O)N3CCOCC3)sc2C[C@@H]2[C@](C)(CO)[C@H](O)CC[C@]21C	2.4%	-7.8	-5.8%	-8.3%	-2.1%	7.2%	-10.3%
COc1ccc(NS(=O)(=O)c2cc(Br)cc3c2N(C(=O)C2CC2)CC3)cc1OC	.	-5.2	.	-4.2%	.	4.8%	.
Cc1ccn(CC(=O)N2C[C@@H](COc3ccccc3)[C@H](C(N)=O)C2)n1	-1.0%	2.4	i	0.7%	-6.5%	?	-6.7%
COc1cccc(Oc2nc(C)nc3c2oc2ccccc23)c1	.	10.3	.	59.2%[activator]	.	-0.8%	.
COCC(=O)N1CCN(C)CC1C(=O)N1CCc2nc[nH]c2C1 (stereo not given)	-1.8%	2.3	3.0%	-22.8%	11.8%	-0.6%	i
Cc1cc(NS(=O)(=O)c2ccc(NC(=O)COc3ccc(Br)cc3C)cc2)no1	.	-10.3	.	4.1%	.	-3.8%	.
CCOc1ccc(CNC(=O)CCS(=O)(=O)c2cc3c(cc2Cl)NC(=O)CO3)cc1OC	.	36.3	.	27.2%	.	1.9%	.
CC1(C(=O)NCc2ccccc2)CCCCC(=O)N1 (stereo not given)	i	15.6	-0.4%	-2.8%	-16.5%	1.5%	0.9%
COc1ccc(CCNC(=O)c2ccc3c(c2)N(Cc2ccc(Cl)cc2)C(=O)c2ccccc2S3)cc1OC	.	6.3	.	-5.5%	.	-4.1%	.
COc1ccc(CN2C[C@H](O)C[C@H]2c2nc(-c3ccncc3)no2)cc1	-4.6%[88.5 µM]	-3.3	-10.9%[174 µM]	-12.6%[87.6 µM]	12.1%[172 µM]	-5.6%[87.6 µM]	?
CCN(CC)CCCNC(=O)C(=O)Nc1ccc2nc3n(c(=O)c2c1)CCCCC3	.	13.5	.	4.1%	.	11.3%	.
Cn1ccnc1-c1ccc(N2CCCC(CO)(Cc3cccc(Cl)c3)C2)nn1 (stereo not given)	-6.1%	6.6	?	?	-2.4%	?	?
CCN(Cc1ccncc1)C(=O)c1ccc2c(c1)C(O)CCCCCN2C (stereo not given)	i	2.7	?	-14.3%	-5.9%	?	?
CCOC(=O)c1ccccc1NC1(c2ccc(OC)cc2)C(=O)c2ccccc2C1=O	.	4.5	.	7.8%	.	-15.2%	.

Quoted from the entries so far, 10 compounds:
SMILES	GPT2 inh	IP6K1 inh	NIH3T3 tox	SNCA expr inhib	FLuc inh	HEK293 viab	HEK cytotox
COCC(=O)N1CCN(C)CC1C(=O)N1CCc2nc[nH]c2C1 (stereo not given)	-1.8%	2.3	3.0%	-22.8%	11.8%	-0.6%	i
Cc1cc(NS(=O)(=O)c2ccc(NC(=O)COc3ccc(Br)cc3C)cc2)no1	.	-10.3	.	4.1%	.	-3.8%	.
CCOc1ccc(CNC(=O)CCS(=O)(=O)c2cc3c(cc2Cl)NC(=O)CO3)cc1OC	.	36.3	.	27.2%	.	1.9%	.
CC1(C(=O)NCc2ccccc2)CCCCC(=O)N1 (stereo not given)	i	15.6	-0.4%	-2.8%	-16.5%	1.5%	0.9%
COc1ccc(CCNC(=O)c2ccc3c(c2)N(Cc2ccc(Cl)cc2)C(=O)c2ccccc2S3)cc1OC	.	6.3	.	-5.5%	.	-4.1%	.
COc1ccc(CN2C[C@H](O)C[C@H]2c2nc(-c3ccncc3)no2)cc1	-4.6%[88.5 µM]	-3.3	-10.9%[174 µM]	-12.6%[87.6 µM]	12.1%[172 µM]	-5.6%[87.6 µM]	?
CCN(CC)CCCNC(=O)C(=O)Nc1ccc2nc3n(c(=O)c2c1)CCCCC3	.	13.5	.	4.1%	.	11.3%	.
Cn1ccnc1-c1ccc(N2CCCC(CO)(Cc3cccc(Cl)c3)C2)nn1 (stereo not given)	-6.1%	6.6	?	?	-2.4%	?	?
CCN(Cc1ccncc1)C(=O)c1ccc2c(c1)C(O)CCCCCN2C (stereo not given)	i	2.7	?	-14.3%	-5.9%	?	?
CCOC(=O)c1ccccc1NC1(c2ccc(OC)cc2)C(=O)c2ccccc2C1=O	.	4.5	.	7.8%	.	-15.2%	.
